# Screening data from PubChem BioAssay.
# IkB signaling = inhibitors of IkB signaling in ABC-DLBCL cells; AID 445; Potency, µM (top dose mostly 57.1 µM), for inactives: at the highest dose IkBa stabilization activation; ABC-DLBCL IkBa-CBG/CBR dual luciferase ratio, 4 h; response scale: scaled: untreated 0%, proteasome inhibitor 100%; 0.04% of 110,000 active; active = well fitted curve in the direction sought with a large enough effect in the signal ratio, not every such curve was filed as active; inconclusive = small, poorly fitted or top-dose-only effect, or a change in a side signal; the % refers to the signal ratio;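 note: the direction sought is a rising ratio; 0% = basal untreated cells and 100% = reference inhibitor full response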
#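 Curves were fitted separately to fusion (green), unfused (red) and ratio luminescence, then classed by r2, magnitude and activity. Cells: OCI-Ly3, 4 h compound plus doxycycline at 37C; 10 uM MG-132 defined full response.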
# p53ts 39C tox = p53ts cell cytotoxicity, nonpermissive temperature. H1299-p53A138V viability at 39C, ATP luminescence, 24 h. Potency, µM (titrated, usually from 46.1 µM), for the others: top-dose activity change, negative = cell killing, actives largely listed as cytotoxic. 1.5% of 130,000 active; note: nearly all actives have a fitted effect of over 55% in size
# Peg3 imprint = induces erasure of genomic imprints in mouse ES cells; AID 1948; Potency, µM (titrated, usually from 60.7 µM), for the others: at the top dose activity change, positive = activation, usual class: activators; mouse ES Peg3-LacZ reporter, beta-gal luminescence, 40 h; 0.02% of 110,000 active;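 note: 0% = negative control wells on the plate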
#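 Imprint erasure is scored as LacZ activity from the silenced maternal Peg3 allele in feeder-free female ES cells cultured 40 h with LIF. Luminescence is normalized to in-plate negative controls and fitted to the Hill equation.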
# p53ts 32C tox = cytotoxicity in p53ts cells at permissive temperature; H1299-p53A138V at 32C, ATP luminescence viability, 24 h; 0.93% of 130,000 active; Potency, µM (series often up to 46.1 µM), for the others: top-dose activity change, negative = cytotoxicity, hits mostly cytotoxic;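 note: 0% = DMSO and -100% = full killing by reference compound; nearly all actives have a fitted effect of over 55% in size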
#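 Cells: H1299 p53ts (A138V), 600/well, pre-incubated 16–30 h at 37C. Cpd up to 46 uM, 24 h, 32C. Readout: ATPlite luminescence, 20 min RT. Normalization: DMSO vs tamoxifen 100 uM. AC50 by Hill equation.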
# Starred values were filed as active, the others as inactive; ? = inconclusive; nt = no result given; [ ] = remark or other dose. Unless noted, calls come from the whole dose curve; as a rule, active = well fitted curve in the direction sought with a large enough effect; inconclusive = small, poorly fitted or top-dose-only effect, or another doubt; inactive = no such curve, though single readings can be large; an effect the other way counts as inactive or inconclusive. Unless noted, % is set by controls: 0 for no effect and ±100 for the full control effect; potency is the fitted concentration of half-maximal effect. Not a hit list (roughly 1.7% active in at least one column).
SMILES,IkB signaling,p53ts 39C tox,Peg3 imprint,p53ts 32C tox
O=C(CCCN=C1NS(=O)(=O)c2ccccc21)OCC(=O)N1CCc2ccccc21,0.6%,-7%,-2%,9%
CN(C)c1ccc(-c2nc(-c3ccco3)no2)cc1[N+](=O)[O-],1.4%,11%,-11%[10.9 µM],13%
COc1ccccc1-c1cc(C(F)(F)F)nc(N2CCOCC2)n1,1.8%,12%,-3%,7%
COc1ccc(Cl)cc1NC(=O)Cn1c(=O)n2nc(-c3ccccc3)nc2c2ccccc21,?,5%,18%[10.9 µM],-11%
O=c1c2c(n3nnnc3n1-c1ccccc1)-c1ccccc1CC21CCCC1,0.6%,-4%,-6%,3%
O=C(CSc1nc2c(c(=O)[nH]1)CN(Cc1ccc(F)cc1)CC2)Nc1ccccc1Cl,-1.3%,-2%,2%[10.9 µM],0%
CC(C)N(Cc1nc(-c2ccc(Cl)cc2)no1)C(=O)c1ccc(C(C)(C)C)cc1,?,-19%,-6%[10.9 µM],-1%
CCOc1ccc(C2C(C(=O)Nc3ccc(OC)cc3)=C(C)Nc3nc(SCc4ccc(Cl)cc4)nn32)cc1 (stereo unspecified),-3.0%,0%,9%[10.9 µM],-7%
Cc1ccc2c(c1)N(CC(=O)OC(CC(C)C)C(=O)NC1CCCC1)C(=O)CO2 (stereo unspecified),0.9%,4%,-4%,2%
Cc1cc(S(=O)(=O)N2CC(=O)N(CCc3ccccc3)C(=O)C2)ccc1F,-0.6%,-3%,20%,-2%
C=C(C)COc1ccc(-c2nc(N)ncc2Oc2ccc(OC)cc2)c(O)c1,?,?,-35%[inhibitor],1%
O=C(c1ccc2c(c1)OCCO2)C1CCN(S(=O)(=O)c2ccccc2F)CC1,12%,-5%,-12%,-17%
CCc1ccccc1NC(=O)Nc1c[nH]c(=O)[nH]c1=O,-1.5%,-9%,-3%[10.9 µM],4%
O=c1c(=O)n(Cc2ccc(Cl)cc2)ccn1Cc1ccc(F)cc1,-1.0%,-4%,-8%[10.9 µM],-17%
Cn1c(SCC(=O)Nc2ccc3c(c2)OCCO3)nnc1-c1ccccn1,4.8%,-15%,1%,0%

# Six entries out of the list above, arranged by their value in IkB signaling, high to low.
SMILES	IkB signaling
O=C(c1ccc2c(c1)OCCO2)C1CCN(S(=O)(=O)c2ccccc2F)CC1	12%
Cn1c(SCC(=O)Nc2ccc3c(c2)OCCO3)nnc1-c1ccccn1	4.8%
COc1ccccc1-c1cc(C(F)(F)F)nc(N2CCOCC2)n1	1.8%
O=C(CCCN=C1NS(=O)(=O)c2ccccc21)OCC(=O)N1CCc2ccccc21	0.6%
O=C(CSc1nc2c(c(=O)[nH]1)CN(Cc1ccc(F)cc1)CC2)Nc1ccccc1Cl	-1.3%
CCc1ccccc1NC(=O)Nc1c[nH]c(=O)[nH]c1=O	-1.5%

# Continuation:
SMILES,IkB signaling,p53ts 39C tox,Peg3 imprint,p53ts 32C tox
CC(=O)OC[C@@H]1O[C@H](C/C=N\O[C@@H](C)c2cn([C@H]3COC[C@H]3O)nn2)C=C[C@@H]1OC(C)=O,nt,9%[9.22 µM],nt,3%[9.22 µM]
O=C(NCCCN1CCCC1)Nc1cccc2ccccc12,2.4%,-5%,-13%,1%
COC(=O)c1cccc(CN2C(=O)SC(Nc3ccc(C)cc3)C2=O)c1 (stereo unspecified),1.5%,6%,1%[10.9 µM],-3%
CCOc1ccc(-n2cnnn2)cc1S(=O)(=O)Nc1c(C)cccc1C,-5.0%,4%,-4%,-3%
Cc1c(C(=O)NCc2ccccn2)sc2nc(-c3ccccc3)cn12,-9.4%,3%,-9%,0%
COc1ccc(OC)c(C(=O)c2nc3c(n2O)CCCCC3)c1,6.1%,10%,8%,10%
COC(=O)c1cc2oc3ccccc3c2n1CC(=O)Nc1ccc(Cl)cc1F,10%,10µM*,6%[10.9 µM],-2%
O=C(CCCCn1c(=O)[nH]c2ccccc2c1=O)N1CCN(c2cccc(C(F)(F)F)c2)CC1,?,-6%,-19%,?
O=C(Cn1cc(S(=O)(=O)N2CCCC2)c(S(=O)(=O)N2CCCC2)c1)Nc1ccccc1,0.6%,-3%,-6%[10.9 µM],-8%
Cc1nc2sc3c(c2c(=O)[nH]1)CCC3,-1.3%,5%,-11%,5%
Cc1nn(CCC(=O)NCc2ccc(Cl)cc2)c(=O)c2nn(-c3ccccc3)c(C)c12,-0.5%,2%,5%[10.9 µM],5%
CCSC1=NC(=O)/C(=C2/C=Cc3ccccc3N2CC)S1,-1.3%,-6%,-15%,-9%
Cn1c2ccccc2c2ncn(CCCN3CCOCC3)c(=O)c21,-1.0%,2%,-6%,0%
COc1ccc(N2Nc3n[nH]c(N)c3N2)cc1,nt,-10%,nt,-11%
CC(C)c1ccc(NC(=O)C(c2ccc3c(c2)OCO3)N2CCN(C(=O)c3ccco3)CC2)cc1 (stereo unspecified),0.7%,18%,3%,30%[activator]

# 2 entries drawn at random from those above:
SMILES,IkB signaling,p53ts 39C tox,Peg3 imprint,p53ts 32C tox
COc1ccc(Cl)cc1NC(=O)Cn1c(=O)n2nc(-c3ccccc3)nc2c2ccccc21,?,5%,18%[10.9 µM],-11%
O=c1c(=O)n(Cc2ccc(Cl)cc2)ccn1Cc1ccc(F)cc1,-1.0%,-4%,-8%[10.9 µM],-17%

# (listing goes on)
SMILES,IkB signaling,p53ts 39C tox,Peg3 imprint,p53ts 32C tox
Cc1cc(C)c(C#N)c(SCc2ccc(C#N)cc2)n1,2.5%,4%,-4%,6%
O=C(Nc1cc(Cl)ccc1Cl)C1(c2cccs2)CCOCC1,-4.3%,6%,-14%[10.9 µM],15%
CC(NC(=O)C1CCN(S(=O)(=O)c2ccccc2)CC1)c1ccccc1 (stereo unspecified),2.1%,51%[activator],-15%[10.9 µM],4%
CCC(CC)C(=O)N1CCc2cc(OC)c(OC)cc2C1COc1ccc(C(=O)OC)cc1 (stereo unspecified),1.8%,-6%,17%[10.9 µM],17%
O=S(=O)(c1ccc(Br)cc1)c1nnn2c1nc(NCc1ccc3c(c1)OCO3)c1sccc12,-1.0%,-5%,-9%[10.9 µM],-1%
Cc1ccc(-c2nc(C)c(CCNS(=O)(=O)c3ccc(F)c(C(F)(F)F)c3)s2)cc1,-2.7%,-17%,14%[10.9 µM],1%
Cc1cc(C)c2c(=O)[nH]n(C(C)C)c2n1,1.3%,11%,3%,2%
CCCS(=O)(=O)N1CCN(C(=O)CCC2CCCC2)CC1,0.0%,5%,-4%,-1%
CCN(c1ccccc1)S(=O)(=O)c1c(-c2ccc(C)cc2)csc1C(=O)OC,0.1%,?,-8%[10.9 µM],-7%
CCCNC(=O)OC[C@H]1O[C@@H](CCO/N=C2/C[C@@H](O)[C@@H](O)[C@@H]3[C@@H]4C(=O)N(CC)C(=O)[C@H]4CC[C@@H]23)C=C[C@@H]1Oc1ccc(OC)cc1,nt,-3%[9.22 µM],nt,5%[9.22 µM]
CCOc1cc(C(=O)NCc2ccc3c(c2)CCN3C(=O)CC)cc(OCC)c1OCC,-0.6%,-8%,-4%[10.9 µM],4%
C1CCN(c2nc3nonc3nc2N2CCCC2)C1,-0.1%,-1%,-3%,-3%
CC1CCCCC1NC(=O)CCS(=O)(=O)c1cccc2nonc12 (stereo unspecified),-0.8%,-6%,-2%,-18%
COc1ccc(OC)c(S(=O)(=O)N2CCC(C(=O)NCc3ccccc3)CC2)c1,1.2%,0%,-6%,3%
CO[C@H]1COC(=O)[C@@H](OCc2ccccc2)/C=C\[C@H](C)[C@@H](OC)COC(=O)[C@H](OCc2ccccc2)/C=C\[C@@H]1C,nt,5%[9.22 µM],nt,8%[9.22 µM]
CCn1c(SCc2nc3ccccc3[nH]2)nnc1-c1cnccn1,-0.3%,-4%,-19%,4%
Cc1cc(=O)[nH]c(SCC(=O)N2CCN(C(c3ccccc3)c3ccccc3)CC2)n1,?,47%[activator],-22%,23%
O=S(=O)(NCC(O)COCc1ccco1)c1cccs1 (stereo unspecified),2.5%,-3%,-12%,8%
Cc1nn(-c2ccccc2)c2c1N(CCCC(=O)NCc1ccccc1)C(=O)CS2,-0.1%,-16%,-8%[10.9 µM],11%
COc1ccc(OC)c(S(=O)(=O)Nc2ccccc2SC)c1,0.0%,6%,-15%,5%
CC(C)(C)c1ccc(Cn2nnc3c(=O)[nH]c(C4CCN(C(=O)Cc5cccs5)CC4)nc32)cc1,?,16µM*,-21%,?
COc1ccc(C(=O)Nc2ccccc2N2CCN(C(=O)C(C)C)CC2)cc1Cl,nt,9%,nt,2%
Cc1cc(NC(=O)CCC(=O)N(Cc2ccco2)C(C)(C)C(=O)NC2CCCCC2)no1,nt,10%,nt,-1%
CC(NC(=O)C1C(=O)N(CCO)C2(C)CC1c1ccccc1O2)c1ccccc1 (stereo unspecified),1.1%,7%,5%,0%
CSc1ccccc1NC(=O)CCS(=O)(=O)c1nc(-c2ccc3c(c2)OCO3)cc(C(F)(F)F)n1,-1.7%,4µM*,-7%[10.9 µM],?
O=C(COc1ccc2ccc(=O)oc2c1)Nc1ccc2c(c1)OCCO2,0.6%,-12%,-12%,-15%
CC(=O)Nc1ccc(S(=O)(=O)N2CCC(NC(=O)c3ccco3)CC2)cc1,0.9%,-15%,-2%,10%
COc1ccc(S(=O)(=O)Nc2ccccn2)cc1OC,-1.4%,-4%,-9%,-4%
Cc1ccc2oc(C(=O)Nc3ccc(S(=O)(=O)Nc4ncccn4)cc3)cc(=O)c2c1,0.8%,-3%,6%[10.9 µM],6%
CC1(C)OC(=O)C(=CNc2ccc(F)cc2)C(=O)O1,0.6%,-4%,0%,-2%
CCC1(C(=O)O)NC(c2cccc(OC)c2O)C2C(=O)N(c3ccccc3)C(=O)C21 (stereo unspecified),1.4%,4%,-2%,-1%
COC(=O)Cn1c(CN2CCc3ccccc3C2)nc2c1c(=O)n(C)c(=O)n2C,1.7%,?,-39%[inhibitor],5µM*
NC(N)=N/N=C(/c1ccccc1)c1ccc(O)cc1O,-0.7%[11.4 µM],0%[9.22 µM],1%[10.9 µM],-3%[9.22 µM]
OC(COc1ccc(C2C=CCC2)cc1)CN1CCCCC1 (stereo unspecified),0.1%,-8%,-13%,-12%
COc1ccc(-c2nnc3ccc(SCC(=O)N4CCN(c5ccccc5)CC4)nn23)cc1OC,-0.5%,3%,-6%,-1%
COc1ccc(C(=O)Nc2ccccc2C(=O)NCCN2CCOCC2)cc1,-2.0%,5%,-18%,-3%
O=C(c1ccc2c(Cl)c3c(nc2c1)CCCC3)N1CCN(c2ccccc2)CC1,?,-22%,18%[10.9 µM],4%
Cc1cc(C)n(CCc2nc(-c3cccs3)cs2)n1,1.2%,-3%,1%,0%
CC(C)CCSc1nnc(Cn2c(=O)sc3ccccc32)n1C,0.5%,3%,-14%,10%
COc1ccc(-c2cc(C(C)=O)c(C)n2CCC(=O)Nc2cc(Cl)ccc2C)cc1,-5.3%,-9%,-8%[10.9 µM],20%
Cn1c(C(=O)N2CCN(C3CCCCC3)CC2)cc2c(=O)n(C)c3ccccc3c21,6.4%,2%,-6%,-4%
CC1CCc2onc(C(=O)N3CCN(c4cccc(C(F)(F)F)c4)CC3)c2C1 (stereo unspecified),-2.2%,-6%,6%[10.9 µM],-9%
O=S(=O)(Nc1cccc(-c2ccc(N3CCCC3)nn2)c1)c1ccccc1C(F)(F)F,0.7%,-22%,-11%[10.9 µM],48%[activator]
CC(C)c1ccc(NC(=O)Cn2nnc(C(=O)NCc3ccc(Cl)cc3)c2N)cc1,?,3%,19%[10.9 µM],0%
COc1ccccc1N1CCN(S(=O)(=O)c2ccc3c4c(cccc24)C(=O)N3)CC1,?,8%,-9%,15%
CCc1ccccc1NC(=O)c1oc(=O)c2ccccc2c1-c1ccccc1,?,-4%,-7%[10.9 µM],4%
O=C(Nc1ccc(F)c(F)c1)c1ccc(=O)n(Cc2ccc(F)cc2)c1,3.4%,0%,-11%[10.9 µM],15%
Cc1noc(Cn2c(=O)c3cc4c(cc3n(CC(=O)Nc3cccc(Cl)c3)c2=O)OCO4)n1,?,-14%,13%[10.9 µM],3%
CN(C)c1ccc(Nc2ncnc3c2c(-c2ccccc2)cn3-c2cccc(Cl)c2)cc1,-2.2%,-4%,-17%[10.9 µM],7%
c1ccc(CSc2nnnn2-c2ccc3c(c2)OCCO3)nc1,2.2%,-3%,-16%,0%
O=C(Cn1ccc2ccccc2c1=O)N1CCN(c2cccc(Cl)c2)CC1,-0.6%,-5%,-8%,10%
CC(O)c1cc2c(cc1NC(=O)c1cnn3c1NC(c1ccco1)CC3C(F)(F)F)OCO2 (stereo unspecified),1.8%,10%,10%,-2%
